Bioassay records deposited in PubChem by Broad Institute.
F508del corr: CFTR F508del correction in bronchial cells; actives 0.36% (n = 350,000); activity (quench increase), % at 7.58 µM; CFBE cells, YFP halide quenching; stimulated with forskolin plus potentiator P3; % fluorescence drop versus neutral controls;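 active = mean added fluorescence quench of at least 8% versus neutral control, with both replicates also reaching 8%; inconclusive = only one of the mean or replicate conditions met; inactive = mean below 8% and not both replicates reaching 8%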;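 also: cells transiently co-express mutant CFTR-F508del with the halide-sensitive YFP; corrector assay measuring rescue of mutant channel to the surface after 24 h compound exposure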
PGC1a acetyl inh: PGC1a acetylation modulation, inhibitor mode | U2OS PGC1a acetylation, AlphaScreen anti-acetyl-lysine; with virally co-expressed GCN5 acetyltransferase | inhibition, % at 15.6 µM | AID 651687 | actives 0.17% (n = 350,000);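 active = every replicate shows inhibition of at least 40%; inconclusive = mean inhibition at least 40% but some replicate below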;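 also: 0% = neutral control wells and 100% = positive control wells; some results beyond the cut were filed as inactive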
FN deposit inh: fibronectin deposition inhibition. actives 0.086% (n = 350,000). AH1F fibroblasts, Alexa488-fibronectin deposition fluorescence, overnight. inhibition, % at 12.6 µM;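 active = mean inhibition across replicates of 30% or more, regardless of how many single replicates reach that level; inconclusive = mean under 30% yet at least half of replicates reach 30%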;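 also: positive control wells lacked labelled fibronectin entirely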
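Assay system: AH1F fibroblasts / Quantity: 10000 cells per well / Medium: DMEM plus 2% serum, read in PBS / Reagent: labelled fibronectin 24 nM / Dosing: single dose, pinned / Times: 1 h cell attachment, overnight exposure to compound and label / Signal: fluorescence, ex 485 nm, em 525 nm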
PglD DTNB: blocks C. jejuni PglD acetyltransferase activity | purified PglD enzyme, DTNB colorimetric CoA detection | inhibition, % at 12.5 µM | actives 0.098% (n = 360,000) | AID 602405; in the data active = inhibition above about 16%, passing the limit was not always enough; inconclusive = no clear call, values can overlap the other calls; also: strong numbers were not always called active
Cneo AK release: Cryptococcus neoformans lysis via adenylate kinase release; C. neoformans lysis, adenylate kinase release luminescence, 4 h; normalised: neutral wells 0, clomiphene wells 100; actives 0.2% (n = 360,000); lysis activity, % at 15 µM;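 active = mean lysis activity across replicates of at least 80%, whatever share of replicates individually reach that level; inactive = mean lysis activity below 80%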
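Test system: log-phase Cryptococcus neoformans yeast cells. Input: 5 × 10^6 yeast cells/mL. Medium: fresh YPD growth medium. Doses: single dose. Incubation: static 4 h at 37 °C with compound, 1 h detection. Measured by: luminescent adenylate kinase detection reagent. Read-out: signal increase indicating cell lysis. Benchmarks: Clomiphene.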
INS-1E GSIS act: GLuc luminescence reporter in INS-1E cells, primary screen for activators of glucose-dependent secretion of insulin; INS-1E GLuc reporter insulin secretion, 2-3 h; activation, % at 16.6 µM; actives 0.61% (n = 370,000);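 active = lowest replicate activation of at least 40%, so every replicate reaches that level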;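 also: 0% = median of neutral control wells and 100% = median of IBMX positive control wells; some compounds called inactive have numbers as strong as hits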
miR-122 sensor: blocks miR-122 activity in Huh7 sensor cells; Huh7 miR-122 Renilla luciferase sensor, 48 h; neutral wells = 0, positive control = 100; activation (reporter increase), % at 12.5 µM; actives 0.3% (n = 340,000); AID 602342;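 active = mean replicate activation score at least 90 and every replicate individually at or above 90; inconclusive = only one of the two criteria met; inactive = neither criterion met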;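 also: higher luciferase means less miR-122 activity so hits act as miR-122 inhibitors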
C2C12 statin: suppressors of simvastatin-induced myotoxicity in C2C12 myotubes. AID 602340. rescue of ATP level, % at 7.49 µM. ATP luminescence, 48 h; scaled: DMSO 0, geranylgeraniol control 100. actives 0.78% (n = 330,000);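 active = mean ATP rescue above about 67%, or every replicate alone reaching that limit, limit read from the data, passing the limit was not always enough; inconclusive = no clear call, values can overlap the other calls; inactive = mean under the limit and some replicate under it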;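 also: myotubes were challenged with 10 µM simvastatin during compound exposure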
The depositor's hits bear a star; ? = inconclusive; . = not tested or not shown; [ ] = another dose, or the depositor's remark.

Screens in order: F508del corr	PGC1a acetyl inh	FN deposit inh	PglD DTNB	Cneo AK release	INS-1E GSIS act	miR-122 sensor	C2C12 statin
1) O=C(c1ccc([N+](=O)[O-])cc1)N1CCN(C(=O)c2cccnc2)CC1
    1.0	-16	-6	5	3	8	-7	0
2) Cc1ccccc1S(=O)(=O)N1CCN(C)CC1
    -0.9	10	-10	-6	1	4	6	1
3) COc1cc2c(cc1OC)C(=O)N1[C@H]3c4cc(Cl)ccc4OC[C@@H]3[C@H](c3ccccc3)[C@]1(C)C(=O)N2
    -4.7	2	-1	-1	0	8	-6	-10
4) O=C(C[C@H]1CC[C@@H]2[C@H](COC[C@@H](O)CN2Cc2ccncc2)O1)NCc1ccncc1
    3.0	2	1	2	-1	13	6[16.7 µM]	-3
5) Cc1occc1C(=O)Nc1c(Cl)cccc1Cl
    0.7	-1	12	-7	-6	17	0	-6
6) O=C(Nc1nnc(Cc2ccc(Cl)cc2)s1)c1ccco1
    .	8	.	-3	7	.	-4	42
7) CCOC(=O)C1=CN(Cc2cccc(F)c2)S(=O)(=O)N(CC)C1c1ccccc1 (stereo not given)
    1.4	-15	.	2	0	-19	-2	7
8) CN1C[C@H]2[C@@H](c3ccccc31)[C@@H](CO)N2C(=O)c1cccnc1
    0.5	1	4	1	1	8	-7[16.7 µM]	53
9) Brc1cccc(C2Nc3cccc4cccc(c34)N2)c1
    1.5	.	-3	9	-1	.	5	4
10) COC(=O)C1=C(C)Nc2ncnn2C1c1ccccn1 (stereo not given)
    .	2	.	-4	7	.	-4	2
11) CCN1C(=O)N[C@@H](CCc2ccccc2)C(C(=O)OC)=C1C
    -3.9	1	6	-1	2	.	3	7
12) COCCN(C(=O)CN1CCc2ccccc21)c1c(N)n(Cc2ccccc2)c(=O)[nH]c1=O
    3.1	5	-7	1	1	30	13	9
13) Cc1cc2c(=O)n(CC(=O)NCC(=O)Nc3ccc(C(C)C)cc3)cnc2s1
    0.6	6	-31	.	.	4	10	5
14) O=C1CCCN1c1ccc(S(=O)(=O)N2CCN(c3ccccn3)CC2)cc1
    .	-1	4	2	0	6	-3	-13
15) CCCCNCc1cc(Cl)c(OCCC)c(OCC)c1
    .	-15	.	-4	1	.	1	2
16) COc1ccc(C2C(C#N)=C(N)N(c3cccnc3)C3=C2C(=O)CCC3)cc1Cn1cc([N+](=O)[O-])cn1 (stereo not given)
    .	1	8	0	0	.	6	-9
17) Cc1cc(C)n2c(SCC(=O)Nc3ncc(C(F)(F)F)cc3Cl)nnc2n1
    .	5	5	-1	0	.	-1	4
18) CC=Cc1ccc2n(c1=O)C[C@H]1[C@H](CO)[C@@H](C(=O)NCc3ccccc3)N(CCC(F)(F)F)[C@@H]21 (mixture of isomers)
    -1.2	11	.	-1	0	2	-2[16.7 µM]	-2
19) C[C@@H]1CN([C@@H](C)CO)C(=O)c2cc(NC(=O)Cn3cnnn3)ccc2O[C@@H]1CN(C)S(=O)(=O)c1ccc(F)cc1
    2.1	-3	.	-2	-1	14	2[16.7 µM]	-14
20) CCC1(c2ccc(F)cc2)NC(=O)N(CC(=O)NCC(=O)Nc2cccc(C)c2C)C1=O (stereo not given)
    -2.7	.	1	.	.	2	-1	-3
21) C[C@H]1CCCCO[C@@H](CN(C)C(=O)Nc2ccccc2)[C@@H](C)CN([C@@H](C)CO)C(=O)c2cc(N(C)C)ccc2O1
    0.7	4	.	3	1	-9	0[16.7 µM]	-30
22) FC(F)(F)c1cc(C(F)(F)F)c2ccc(N/N=C/c3ccccc3)nc2n1
    .	6	.	2	-2	24	-7	.
23) CCOc1ccccc1C(=O)OCC(=O)Nc1nnc(-c2ccccc2)o1
    0.0	7	0	-5	3	5	3	-19
24) C[C@H](O)C#Cc1ccc2c(c1)O[C@H](CN(C)C)[C@H](C)CN([C@@H](C)CO)S2(=O)=O
    -0.4	16	9	-3	-2	3	3[16.7 µM]	20
25) Cc1nc2ccccc2c(=O)n1NC(=O)/C=C/c1ccccc1
    -1.4	-7	-2	.	-1	-4	-4	.
26) CCC(=O)N(C)C[C@H]1Oc2ncc(C#C[C@@H](C)O)cc2C(=O)N([C@H](C)CO)C[C@H]1C
    1.0	3	.	4	-2	-3	1[16.7 µM]	52
27) COc1ccc(-c2c3c(nc4sc(C(=O)Nc5ccccc5)c(N)c24)CCC3)cc1
    .	-9	-3	-1	7	.	-2	4
28) COCc1cc(C)nc(OCC(=O)N/N=C/c2ccc(-c3cc([N+](=O)[O-])ccc3Cl)o2)c1C#N
    -0.8	8	5	.	.	-13	.	.
29) COc1ccc(-c2cc3nc(C)cc(N4CCN(C(=O)c5ccoc5)CC4)n3n2)cc1
    2.1	-13	-9	.	.	-24	1	-5
30) CC(=NCCCN(C)C)C1=C(O)c2ccccc2C1=O
    .	3	.	-4	-1	21	-3	8

Next section, starting with the last two of the part before.
Screens in order: F508del corr	PGC1a acetyl inh	FN deposit inh	PglD DTNB	Cneo AK release	INS-1E GSIS act	miR-122 sensor	C2C12 statin
29) COc1ccc(-c2cc3nc(C)cc(N4CCN(C(=O)c5ccoc5)CC4)n3n2)cc1
    2.1	-13	-9	.	.	-24	1	-5
30) CC(=NCCCN(C)C)C1=C(O)c2ccccc2C1=O
    .	3	.	-4	-1	21	-3	8
31) C[C@H](O)C#Cc1cnc2c(c1)C(=O)N([C@@H](C)CO)C[C@@H](C)[C@H](CN(C)C(=O)Cc1ccncc1)O2
    0.0	-5	-1	3	-1	22	8[16.7 µM]	-5
32) CSC(=S)NN=C(C)c1cccc(C)n1
    -3.6	-2	-2	.	.	-8	7	.
33) O=C(N/N=C/c1ccncc1)c1nc(-c2ccccc2)n2c1CCCCC2
    .	9	-12	3	0	.	-13	-22
34) COc1ccc(C/C(C)=N/Nc2nc(C)cc(=O)[nH]2)cc1
    0.1	-6	-7	4	-1	.	0	2
35) CCc1ccc(C2CC(c3ccc(C)cc3)n3nc(N)nc3N2)cc1 (stereo not given)
    4.1	8	2	0	-1	3	1	8
36) [N-]=C=C1C(=S)NC(=O)[C@H]([n+]2ccccc2)[C@H]1c1ccc(Cl)cc1
    -1.2	-5	-8	7	4	.	-2	.
37) COc1ccc(NC(=O)Nc2ccc3c(c2)CC(=O)N([C@H](C)CO)C[C@H](C)[C@H](CN(C)C(=O)Nc2ccc(OC)cc2)O3)cc1
    0.5	7	.	1	0	1	-8[16.7 µM]	5
38) CC(C)NC(=O)Nc1ccc2c(c1)C(=O)N([C@@H](C)CO)C[C@@H](C)[C@@H](CN(C)Cc1ccccc1)OCCCC[C@H](C)O2
    -0.6	-8	-5	-1	-2	4	-2[16.7 µM]	3
39) Nc1nc(NCC2CCCO2)nc(Nc2ccccc2)c1[N+](=O)[O-] (stereo not given)
    -2.2	.	10	-7	-1	21	-5	.
40) Cc1c(NS(=O)(=O)c2ccc(NCCN3CCOCC3)c([N+](=O)[O-])c2)c(=O)n(-c2ccccc2)n1C
    0.8	2	.	-4	1	.	-7	7
41) Cc1cc(=O)oc(C)c1C(=O)Nc1ccc2nsnc2c1
    .	11	.	.	1	.	-5	-2
42) CCOC(=O)CC(NC(=O)c1ccco1)c1ccccc1Cl (stereo not given)
    .	3	.	-3	1	.	2	12
43) CCOC(=O)C1=C(O)C(=O)N(c2ccc(S(N)(=O)=O)cc2)C1c1ccc(OC)cc1 (stereo not given)
    -2.2	1	.	5	0	3	-11	1
44) C[C@H]1CN([C@@H](C)CO)C(=O)c2cc(C3=CCCC3)cnc2O[C@@H]1CN(C)C(=O)c1ccccn1
    -1.7	-14	.	5	2	2	11[16.7 µM]	5
45) Cc1ccc(Cl)cc1NC(=O)CSC(N)=O
    .	0	.	5	-1	.	-2	5
46) O=C1[C@H]2[C@@H](c3ccc(F)cc3)N3C(=O)N(c4ccccc4)C(=O)[C@@]3(Cc3ccc(Cl)cc3)[C@H]2C(=O)N1C1CCCCC1
    0.5	.	15	-4	-1	34	-8	-9
47) CO[C@@H]1CN(C)C(=O)c2cc(NC(=O)CC(F)(F)F)ccc2OC[C@H](C)N(C(=O)C2CC2)C[C@H]1C
    -1.4	5	4	.	.	7	.	.
48) CNC[C@H]1Oc2cc(C#Cc3ccccc3F)ccc2S(=O)(=O)N([C@@H](C)CO)C[C@@H]1C
    -2.6	8	-14	.	.	5	43[16.7 µM]	0
49) C[C@@H]1CN([C@@H](C)CO)S(=O)(=O)c2ccc(C#CCN(C)C)cc2O[C@@H]1CN(C)Cc1ccccn1
    0.3	-6	-10	1	15	9	12[16.7 µM]	-4
50) CO[C@@H](CN(C)C(=O)c1cnccn1)[C@H](C)CN([C@H](C)CO)S(=O)(=O)c1ccc(C)cc1
    0.1	3	0	0	-8	17	.	5
51) C[C@H](CO)N1C[C@H](C)[C@@H](CN(C)C(=O)Nc2ccc(C(F)(F)F)cc2)OCCCC[C@H](C)Oc2ccc(NC(=O)C3CCCCC3)cc2C1=O
    -1.5	-4	.	2	1	8	3[16.7 µM]	-2
52) CC1=C(C(=O)OC2CCCCC2)C(c2cccnc2)n2ncnc2N1 (stereo not given)
    .	3	2	-1	-2	.	-7	6
53) Cc1ccc(-n2nnnc2SCC(N)=O)c(C)c1
    .	-10	6	.	9	16	1	1
54) CCCN(C)C[C@@H]1Oc2ncc(C#Cc3ccccc3)cc2C(=O)N([C@H](C)CO)C[C@@H]1C
    3.3	-15	10	1	-4	3	2[16.7 µM]	3
55) CCC(C)(CN(C)C)OC(=O)c1ccccc1 (stereo not given)
    -1.5	18	0	-2	2	.	1	-4
56) Clc1ccc(OCCCN2CCCCC2)c(Br)c1
    -4.2	.	-2	1	1	16	.	.
57) CN(CC(=O)Nc1cccc(S(=O)(=O)NC2=NCCC2)c1)Cc1cccc(F)c1
    2.0	-3	5	4	0	30	9	7
58) CC(C)CN1C(=O)C(=O)N(CC(=O)NCCCc2ccccc2)C1=O
    -1.2	5	-8	-5	-1	.	-3	2
59) Cc1ccc(C(=O)Nc2sc3c(c2C#N)CCCCC3)cc1C
    .	.	.	5	0	3	10	.
60) COc1cccc(NC(=O)CSc2nnc(NC(=O)C3CC3)s2)c1
    0.2	.	1	6	-7	2	.	3
61) CCn1nnc(NC(=O)c2sc3ccccc3c2Cl)n1
    .	-10	.	-5	33	43*	-5	-3
62) CC(C)(C)c1ccc(OCCSc2nc3ccccc3n2CC(=O)O)cc1
    -2.3	?	4	2	0	9	5	-5
63) Cc1ccc(C)c(NC(=O)NNC(=O)c2cc3ccccc3cc2O)c1
    -0.6	9	-11	-3	5	6	-3	6
64) COc1ccc(NC(=O)CSCC(=O)N(C)CC(=O)Nc2cccc3ccccc23)cc1
    -1.7	3	-9	4	.	11	1	11
65) CCc1cc(C(=O)Nc2nnc(C3CC3)s2)sc1C
    2.8	.	4	5	-2	0	.	2
66) C/C(=N\NC(=O)COc1cccc(C)c1)c1ccc2ccccc2c1O
    -1.6	.	3	2	2	.	6	-9
67) CCCn1c2ccccc2c2cnn(CC(=O)NCCCN3CCCCC3CC)c(=O)c21 (stereo not given)
    4.2	-10	5	-8	-3	-9	-1	-6
68) O=C(NCc1ccc(N2CCCC2=O)cc1)NC1CCCCC1
    .	-3	.	9	10	1	4	-1
